High-throughput results from PubChem.
CRFBP-R2 block = blocks CRF-induced signaling of the CRF-BP/CRF-R2 complex; HEK293 CRF-R2/CRF-BP, CRF-induced calcium fluorescence; inhibition, % at 11.8 µM; 350,000 compounds, 0.59% hits;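 active = inhibition of the ligand-induced calcium signal above about 50% at the single tested concentration, limit read from the data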
CHRM4 PAM = potentiates acetylcholine response at human M4 receptor; CHO-K1 hM4/Gqi5, Fluo-8 calcium fluorescence, ACh EC20; 0% = ACh EC20, 100% = maximal ACh; P08173; activation, % at 3 µM; 360,000 compounds, 0.4% hits; AID 624126;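 active = activation above its plate's cutoff, the mean activation of sample wells plus 3 SD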; also: some results filed as inactive read as strong as hits
Target sequence (P08173 whole entry, looked up): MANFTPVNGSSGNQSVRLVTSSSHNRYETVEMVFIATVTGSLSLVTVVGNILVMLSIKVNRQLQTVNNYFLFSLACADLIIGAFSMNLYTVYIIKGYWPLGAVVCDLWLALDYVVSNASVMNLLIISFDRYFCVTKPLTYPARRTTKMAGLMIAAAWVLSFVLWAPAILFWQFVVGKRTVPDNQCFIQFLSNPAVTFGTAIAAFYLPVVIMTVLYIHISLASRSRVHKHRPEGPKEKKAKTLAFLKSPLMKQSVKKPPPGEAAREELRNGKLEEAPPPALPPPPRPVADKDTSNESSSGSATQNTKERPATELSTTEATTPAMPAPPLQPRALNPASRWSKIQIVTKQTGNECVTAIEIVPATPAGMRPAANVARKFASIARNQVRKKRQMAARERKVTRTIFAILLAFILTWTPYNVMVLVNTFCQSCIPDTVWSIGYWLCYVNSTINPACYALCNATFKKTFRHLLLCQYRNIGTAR
IDE inh = inhibits human insulin-degrading enzyme in HEK cells | P14735 | FAbetaB cleavage, fluorescence polarization | inhibition, % at 5.59 µM | 320,000 compounds, 0.41% hits | AID 434962;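 active = percent inhibition above the average of all tested compounds plus 3 SD, set per screening campaign, cut at about 16% in these data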;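 also: IDE supplied by intact live HEK cells; FP after avidin binding of uncleaved biotin substrate so inhibition keeps polarization high; 0% = DMSO wells and 100% = 60 µM reference IDE inhibitor Ii1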
IDE cell activ = activators of human insulin-degrading enzyme in cells. activation, % at 5.96 µM. P14735. HEK cells, FAbeta-B cleavage, fluorescence polarization; 0% vehicle, 100% cell-free pure enzyme wells. AID 493087. 340,000 compounds, 0.073% hits;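 active = activation above the mean of all tested compounds plus 3 SD, set per screening campaign, cut at about 17% in these data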
MEKK3 PB1 HTS = MEKK3-MEK5 PB1 interaction, increase or decrease | Q99759 | 290,000 compounds, 1.4% hits | binding response (% of control), % at 10 µM | bead-based flow cytometry, Alexa488-MEK5 binding to MEKK3; actives lie on both sides; 0 = blocked by unlabeled MEK5, 100 = vehicle;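 active = binding response more than 3 SD above or below the average of its plate-row segment, actives on both sides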;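 also: Alexa488 bead fluorescence after subtracting the streptavidin-only scavenger bead signal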
PHOSPHO1 inh = PHOSPHO1 (human) inhibition | 290,000 compounds, 1.1% hits | inhibition, % at 13.3 µM | AID 1565 | Q8TCT1 | recombinant PHOSPHO1, absorbance phosphatase assay; in the data active = inhibition above about 60%
Target sequence (Q8TCT1 whole entry, looked up): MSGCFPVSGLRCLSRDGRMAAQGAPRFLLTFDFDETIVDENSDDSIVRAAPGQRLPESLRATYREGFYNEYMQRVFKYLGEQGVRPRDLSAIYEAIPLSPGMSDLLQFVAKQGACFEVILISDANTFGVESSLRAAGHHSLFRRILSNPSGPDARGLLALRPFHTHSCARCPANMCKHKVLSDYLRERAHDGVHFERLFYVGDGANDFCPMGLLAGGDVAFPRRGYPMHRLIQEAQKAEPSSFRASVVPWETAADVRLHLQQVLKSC
p-CIP stab down = p/CIP protein destabilization. Q05BA5. F442A p/CIP-EGFP cells, EGFP fluorescence, 16 h. decrease of EGFP signal, % at 10 µM. 290,000 compounds, 0.01% hits;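 active = EGFP signal decrease of at least 30% at 10 µM or well 3 SD below plate mean, unless failing retest; inactive = the rest, including hits failing retest or dose response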; also: some compounds called inactive have numbers as strong as hits; many of its hits are not listed in these tables
CRFBP-R2 agonist = CRF-BP/CRF-R2 complex agonism | HEK293 CRF-R2/CRF-BP, calcium dye fluorescence (FLIPR); percent of saturating CRF peptide response | activation, % at 13.2 µM | 350,000 compounds, 0.46% hits;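 active = activation of at least 50%, plus an integration ratio under a set limit after plate pattern correction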;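 also: plate controls were neutral control wells without compound for no effect and CRF at EC100 for full effect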
GalR3 antag = blocks the human galanin receptor 3. HEK293 GalR3-CNG cAMP membrane potential fluorescence; galR3 body fused to GalR1 C-terminus. inhibition, % at 3 µM. 360,000 compounds, 0.44% hits. O60755;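 active = inhibition above the screen-wide average plus 3 SD, cut at about 13% in these data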;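 also: forskolin and galanin both at EC90 stimulate the cells; cAMP rise reported by CNG channel membrane potential dye signal; 0% = forskolin plus galanin with DMSO and 100% = forskolin alone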
Target sequence (O60755 1-299 limits assumed): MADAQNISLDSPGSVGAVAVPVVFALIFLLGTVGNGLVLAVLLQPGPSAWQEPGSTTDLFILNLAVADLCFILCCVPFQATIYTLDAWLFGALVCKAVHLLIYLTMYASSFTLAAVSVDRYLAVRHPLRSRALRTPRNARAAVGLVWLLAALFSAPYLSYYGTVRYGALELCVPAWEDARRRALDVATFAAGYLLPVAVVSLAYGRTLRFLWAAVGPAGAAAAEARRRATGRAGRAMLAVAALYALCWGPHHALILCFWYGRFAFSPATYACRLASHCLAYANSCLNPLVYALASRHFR
* = called active by the depositor; . = not tested or not shown; [ ] = another dose, or the depositor's remark.

No.	SMILES	CRFBP-R2 block	CHRM4 PAM	IDE inh	IDE cell activ	MEKK3 PB1 HTS
1	Cc1cc(=O)oc2c3c(cc(OCC(=O)NCC(=O)O)c12)OC(C)(C)CC3	-4	2	3	2	101
2	CN(Cc1cnn(-c2ccccc2)c1)C(=O)c1cccc(S(=O)(=O)Nc2ccccc2F)c1	2	-9	.	.	.
3	Cc1ccc(C2=NS(=O)(=O)N(C)C(C(=O)NCc3ccccc3)=C2)cc1	20	-1	3	1	102
4	CC1(C(=O)NNC(=O)c2cccc([N+](=O)[O-])c2)CC1Br (stereo unspecified)	21	16*	.	.	.
5	COc1cc(-c2nnc(-c3ccco3)o2)ccc1OCc1ccccc1	-23	1	2	4	97
6	COc1cccc(N2CC(NC(=O)c3cccc4ccccc34)CC2=O)c1 (stereo unspecified)	0	2	-5	-5	.
7	CCOC(=O)CSc1nnc(C)c(=O)[nH]1	-9	-3	0	6	109
8	Cc1cccc(C(=O)Nc2ccccc2C(=O)NCc2ccco2)c1	-8	5	-2	2	102

No.	PHOSPHO1 inh	p-CIP stab down	CRFBP-R2 agonist	GalR3 antag
1	.	-18	0.7	-1
2	.	.	-0.3	-8
3	39	6	-2.5	.
4	.	.	-3.1	-7
5	-1	-4	1.8	-5
6	.	.	0.3	-3
7	-20	-2	-6.7	4
8	4	-14	0.8	0

Values in list order from the entries so far.
Compounds 1 to 5 in CHRM4 PAM: 2, -9, -1, 16*, 1
Compounds 1 to 5 in IDE inh: 3, ., 3, ., 2
Compounds 1 to 5 in p-CIP stab down: -18, ., 6, ., -4

(cont.)
No.	SMILES	CRFBP-R2 block	CHRM4 PAM	IDE inh	IDE cell activ	MEKK3 PB1 HTS
9	O=C(OCc1ccccc1)c1ccc(NCc2cc(O)ccc2O)cc1	-28	0	.	-3	.
10	CCc1ccc(-n2c(=S)sc3c(=O)n(-c4ccccc4OC)c(=S)[nH]c32)cc1	0	7	-4	-14	95
11	Cc1ccc(C(=O)N2CCCc3ccccc32)c(Cl)c1	10	8	.	.	.
12	CC1=CCC2([N+](=O)[O-])CN(CC(=O)O)CC1([N+](=O)[O-])C2 (stereo unspecified)	1	7	8	5	97
13	COc1ccccc1CNC(=O)COC(=O)c1sc(C)nc1C	-4	7	6	2	.
14	COc1ccccc1C(=O)Nc1ccc(S(=O)(=O)Nc2cc(C)nc(C)n2)cc1	13	7	0	-3	112
15	c1cnc(NC2CCCCCC2)nc1	0	-12	-1	4	105
16	O=C(c1cccc(Br)c1)N1CCN(S(=O)(=O)N2CCOCC2)CC1	-16	9	1	5	92

No.	PHOSPHO1 inh	p-CIP stab down	CRFBP-R2 agonist	GalR3 antag
9	.	.	1.7	-1
10	-8	8	5.6	-2
11	.	.	-3.7	-5
12	-4	-9	-2.4	-9
13	.	.	2.5	-6
14	6	-6	-0.1	5
15	37	-5	-0.4	-7
16	-5	0	2.4	-7

Remaining list, next part.
No.	SMILES	CRFBP-R2 block	CHRM4 PAM	IDE inh	IDE cell activ	MEKK3 PB1 HTS
17	O=C(C1CCCN(Cc2ccccc2[N+](=O)[O-])C1)N1CCCCC1 (stereo unspecified)	28	-1	-1	8	106
18	COc1ccc(C)cc1NC(=O)c1[nH]c(C)c(C(C)=O)c1C	-4	-1	-1	-4	105
19	COc1ccc(CNC(=O)C(C)N=C2NS(=O)(=O)c3ccccc32)cc1OC (stereo unspecified)	6	-10	-2	6	102
20	Cc1nn(CC2CC2)c(=O)n1-c1ccc(F)cc1	1	6	-2	-1	129*
21	CC1CCCCC1NC(=O)Cn1cnc2c1c(=O)n(C)c(=O)n2C (stereo unspecified)	-1	15	2	-1	.
22	COc1ccc(C)cc1NC(=O)CSc1ccc(Cl)cc1	6	-5	0	-4	101
23	O=C(Cn1cc(C(=O)c2cccs2)c2ccccc21)NC1CCCCC1	11	-9	4	-1	102
24	CCOC(=O)CC(=O)CSc1nc2c(cc1C#N)CCCCC2	-5	-9	3	1	102

No.	PHOSPHO1 inh	p-CIP stab down	CRFBP-R2 agonist	GalR3 antag
17	44	-4	-3.0	-7
18	-14	0	-0.2	-4
19	-2	3	-0.4	1
20	0	16	-1.9	3
21	.	.	-0.4	-5
22	-20	-8	-1.0	-2
23	0	-6	3.8	-6
24	31	3	13	-3

The results go on:
No.	SMILES	CRFBP-R2 block	CHRM4 PAM	IDE inh	IDE cell activ	MEKK3 PB1 HTS
25	O=C(CCN1C(=O)/C(=C/c2ccccc2)SC1=S)N1CCCCCC1	-10	-9	0	2	94
26	Cc1nn(C(C)C(=O)NCc2ccccc2)c(C)c1[N+](=O)[O-] (stereo unspecified)	26	5	3	-6	104
27	O=C(CCc1c[nH]c2ccccc12)N1CCN(c2ccc(O)cc2)CC1	3	-12	9	-5	97
28	CCCCOC(=O)c1nnc(-c2ccc(Cl)cc2)o1	18	0	5	5	103
29	COc1ccc(-c2ccc(N(C)C)cc2)cc1[C@H]1[C@@H]2C=CCC[C@@]2(C)C(=O)N1Cc1ccccc1	-16	8	1	-1	103
30	CS(=O)(=O)N1CCN(C2Cc3ccccc3C2)CC1	2	-1	2	-2	97
31	COC(=O)c1c(NC(=O)Cn2cnc([N+](=O)[O-])n2)sc2c1CCC(C)C2 (stereo unspecified)	13	12	5	1	108
32	COc1ccc(NS(=O)(=O)c2cccc(C(=O)O)c2)cc1S(=O)(=O)N1CCOCC1	5	-1	0	6	.

No.	PHOSPHO1 inh	p-CIP stab down	CRFBP-R2 agonist	GalR3 antag
25	28	1	-0.6	-6
26	-7	-4	-1.4	-9
27	27	2	-0.5	-1
28	-1	-14	-0.8	1
29	26	-1	-0.7	-3
30	-3	-4	0.1	-3
31	59	-8	-0.7	0
32	.	.	0.4	-5

Additional structures
No.	SMILES	CRFBP-R2 block	CHRM4 PAM	IDE inh	IDE cell activ	MEKK3 PB1 HTS
33	CC(C)CN1CC(C)C(=O)N(c2ccccc2)C1=O (stereo unspecified)	1	2	.	-3	.
34	C[C@H](CO)N1C[C@H](C)[C@@H](CN(C)Cc2ccncc2)Oc2c(NS(=O)(=O)c3ccc(F)cc3)cccc2C1=O	12	6	3	-1	.
35	O=C1Cc2cc(S(=O)(=O)Nc3cccc([N+](=O)[O-])c3)cc3c2N1CCC3	26	-7	9	10	102
36	CC1(C(=O)OCC(=O)c2c[nH]c3ccccc23)CC1(Cl)Cl (stereo unspecified)	-49	-10	1	5	.
37	CC1CCCN(C(=O)c2cc(F)c(F)cc2Cl)C1 (stereo unspecified)	-9	3	1	4	84
38	O=c1[nH][nH]c(C(F)(F)F)c1C=NCc1ccccc1Cl	-11	4	7	-2	109
39	CCC(=O)Nc1ccc(OC)cc1OC	7	-1	1	5	103
40	O=C(COc1ccc([N+](=O)[O-])cc1)Nc1ccc(NC(=O)c2ccccc2)cc1	4	0	5	2	104

No.	PHOSPHO1 inh	p-CIP stab down	CRFBP-R2 agonist	GalR3 antag
33	.	.	3.0	-7
34	.	.	-4.5	-4
35	9	-9	0.6	-8
36	14	1	24	-2
37	4	-1	-0.4	-3
38	6	-2	-1.1	-5
39	-7	-4	-0.9	-4
40	27	4	-0.5	1

Other compounds:
No.	SMILES	CRFBP-R2 block	CHRM4 PAM	IDE inh	IDE cell activ	MEKK3 PB1 HTS
41	Cc1cc2c3c(c1)C1(C(=O)N3C(C)(C)CC2C)C(C#N)=C(N)OC2=C1C(=O)CC(C)(C)C2 (stereo unspecified)	-14	4	2	1	101
42	Cc1cc(/C=C(\C#N)C(=O)O)c(C)n1C1CC1	9	2	4	4	96
43	NC(=O)CC(NC(=O)c1ccccc1)c1ccc(N2CCC(Cc3ccccc3)CC2)c([N+](=O)[O-])c1 (stereo unspecified)	1	-6	-4	2	98
44	Cn1cc(C2NC(=O)c3ccccc3N2)c2ccccc21 (stereo unspecified)	-17	1	.	4	.
45	Cc1ccc(S(=O)(=O)Nc2cccc(-c3ccc(N4CCCCCC4)nn3)c2)cc1	-1	-6	-1	0	104
46	Cc1ccc(SCC(=O)Nc2ccc(N3CCOCC3)cc2)c(C)c1	-8	4	1	2	104
47	CC(C)n1c(CN(C)Cc2ccccc2)nc2c1c(=O)n(C)c(=O)n2C	12	.	3	.	102
48	CC1=Nc2cc(C(=O)O)ccc2Sc2c(C)ccc(C)c21	7	-3	4	7	109

No.	PHOSPHO1 inh	p-CIP stab down	CRFBP-R2 agonist	GalR3 antag
41	-10	-2	1.5	-2
42	21	-5	1.3	-5
43	15	-19	-1.4	9
44	.	.	3.3	-3
45	3	-2	-0.9	-1
46	2	8	1.2	-6
47	-3	-7	-0.8	-8
48	9	3	-0.2	0

3 entries from above in another layout:
[41] Cc1cc2c3c(c1)C1(C(=O)N3C(C)(C)CC2C)C(C#N)=C(N)OC2=C1C(=O)CC(C)(C)C2 (stereo unspecified)
  CRFBP-R2 block = -14 | CHRM4 PAM = 4 | IDE inh = 2 | IDE cell activ = 1 | MEKK3 PB1 HTS = 101 | PHOSPHO1 inh = -10 | p-CIP stab down = -2 | CRFBP-R2 agonist = 1.5 | GalR3 antag = -2

[42] Cc1cc(/C=C(\C#N)C(=O)O)c(C)n1C1CC1
  CRFBP-R2 block = 9 | CHRM4 PAM = 2 | IDE inh = 4 | IDE cell activ = 4 | MEKK3 PB1 HTS = 96 | PHOSPHO1 inh = 21 | p-CIP stab down = -5 | CRFBP-R2 agonist = 1.3 | GalR3 antag = -5

[43] NC(=O)CC(NC(=O)c1ccccc1)c1ccc(N2CCC(Cc3ccccc3)CC2)c([N+](=O)[O-])c1 (stereo unspecified)
  CRFBP-R2 block = 1 | CHRM4 PAM = -6 | IDE inh = -4 | IDE cell activ = 2 | MEKK3 PB1 HTS = 98 | PHOSPHO1 inh = 15 | p-CIP stab down = -19 | CRFBP-R2 agonist = -1.4 | GalR3 antag = 9

Remaining list, next part:
No.	SMILES	CRFBP-R2 block	CHRM4 PAM	IDE inh	IDE cell activ	MEKK3 PB1 HTS
49	CCCCOC(=O)CCc1c(C)[nH]c(=S)[nH]c1=O	4	5	3	2	101
50	CCC1S/C(=C(\C#N)C(N)=O)N(c2ccc(F)cc2)C1=O (stereo unspecified)	6	-2	5	0	119
51	Cc1nn(C)cc1CN(C)C(=O)c1nn2c(c1Br)NC(c1cccs1)CC2C(F)(F)F (stereo unspecified)	5	-11	6	3	95
52	CCN(CC)S(=O)(=O)c1ccc(N2CCOCC2)c(NC(=O)c2cnccn2)c1	-9	11	5	5	100
53	Cc1cnn(CCC(=O)NNC(=S)Nc2cccc(Cl)c2)c1	14	12	7	-4	99
54	Cc1cc(C)c2cc(CN(CCN(C)C)C(=O)Nc3ccccc3Cl)c(=O)[nH]c2c1	0	0	1	3	105
55	Cc1cc(C)c2sc(N(CCCN(C)C)C(=O)CN3C(=O)c4ccccc4C3=O)nc2c1	-5	-10	1	10	70*[inhibitor]

No.	PHOSPHO1 inh	p-CIP stab down	CRFBP-R2 agonist	GalR3 antag
49	33	-10	-2.9	0
50	-30	6	-0.7	-4
51	18	2	-2.5	-5
52	-12	-17	-1.6	-2
53	-32	-10	3.7	-4
54	28	1	-0.6	-7
55	57	-6	2.6	-10
